High-throughput results deposited in PubChem by Vanderbilt High Throughput Screening Facility.
hDAT+cocaine: human DAT dopamine uptake with cocaine, either direction. Q01959. LLC-PK1 hDAT cells, [14C]-dopamine uptake with cocaine IC80; actives deviate in either direction. B-score at 10 µM. 110,000 tested, 1.3% active. AID 449768;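 active means Z score or B-score, a plate-position-corrected score, falls beyond the plate's 99.7% confidence bounds, in either direction; inactive means both scores lie inside the 99.7% bounds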;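 further: scored against the spread of the other compound wells on the same plate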
Target sequence (Q01959 whole entry, looked up): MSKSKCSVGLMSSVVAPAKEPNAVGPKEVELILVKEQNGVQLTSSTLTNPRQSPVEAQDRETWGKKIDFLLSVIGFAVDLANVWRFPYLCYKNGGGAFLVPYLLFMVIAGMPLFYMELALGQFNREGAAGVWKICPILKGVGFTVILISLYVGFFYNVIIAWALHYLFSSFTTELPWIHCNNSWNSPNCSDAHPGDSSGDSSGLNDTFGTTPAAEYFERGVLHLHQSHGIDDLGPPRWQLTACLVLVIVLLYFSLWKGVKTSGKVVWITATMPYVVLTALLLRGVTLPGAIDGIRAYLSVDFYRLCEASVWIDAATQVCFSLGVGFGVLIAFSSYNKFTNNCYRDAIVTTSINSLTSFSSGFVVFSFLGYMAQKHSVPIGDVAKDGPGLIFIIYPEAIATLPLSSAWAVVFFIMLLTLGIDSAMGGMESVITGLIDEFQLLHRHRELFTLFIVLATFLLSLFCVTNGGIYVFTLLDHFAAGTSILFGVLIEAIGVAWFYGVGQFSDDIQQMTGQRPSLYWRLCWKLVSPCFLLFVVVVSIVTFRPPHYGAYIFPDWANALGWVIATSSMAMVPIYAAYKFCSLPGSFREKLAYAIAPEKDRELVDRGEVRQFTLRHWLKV
* hit, by the source's call. These rows are one share of the data; rates above refer to the full screens.

Start of the data: the first two compounds as a preview:
SMILES | hDAT+cocaine
Nc1ccn([C@H]2CC[C@@H](CO)O2)c(=O)n1 | 0.179
O=C(Nc1ccc(O)c2c(=O)cc(-c3ccccc3Cl)oc12)c1ccc(Cl)cc1Cl | -0.657

The listing, previewed entries included:
SMILES | hDAT+cocaine
Nc1ccn([C@H]2CC[C@@H](CO)O2)c(=O)n1 | 0.179
O=C(Nc1ccc(O)c2c(=O)cc(-c3ccccc3Cl)oc12)c1ccc(Cl)cc1Cl | -0.657
Nc1ccc(C#Cc2ccc3oc4ccccc4c(=O)c3c2)cc1 | -1.46
CC1(C)CC(=O)C=C(c2cc3ccccc3s2)C1 | -0.177
COc1c(CC=C(C)C)cc(C2CC(=O)c3c(O)cc(O)cc3O2)cc1CC=C(C)C (stereo unspecified) | -1.07
C#CCNC(=O)C1=C[C@@H](c2ccc(Br)cc2)C[C@@H](OCCCCO)O1 | 0.00508
CCCCCCCCCCCCN1[C@@H](CC(=O)O)c2cc(F)ccc2S1(=O)=O | -1.01
COc1ccc(C(=O)/C=C/c2ccccc2)c(OC)c1 | -0.763
O=C(Nc1ccc(O)c2c(=O)cc(-c3ccccc3Cl)oc12)c1cccc(Cl)c1 | -0.0322
CCCCCCCCCCCCC(=O)CCCCC(=O)O | -0.273
CN[C@H](CC(=O)O)C(=O)O | 0.155
CC1(C)CC(=O)C=C(c2cccs2)C1 | 0.307
Nc1ccc(C#Cc2ccc3sc4ccccc4c(=O)c3c2)cc1 | -0.931
COC(C[C@H]1O[C@H]1[C@@H](O)[C@@H](C)OCc1ccccc1)OC | 0.514
O=C(SCC(O)C(O)CS)c1cccs1 (stereo unspecified) | -1.32
CCO[C@@H]1OC(C(=O)N2CCOCC2)=C[C@H](C(C)(C)C)[C@H]1CCCO | 0.266
NC(=O)CC[C@@H]1NC(=O)[C@@H]2CCCN2C(=O)c2cc([N+](=O)[O-])cc(I)c2NCCCC[C@@H](C(=O)NC(CC(=O)O)C(N)=O)NC1=O (stereo partly specified) | 0.00696
COC(=O)c1cccc2nc3c(C(C)O)cccc3nc12 (stereo unspecified) | 0.0864
C=C(C)Cn1c(C2CC(=O)N(c3ccccc3F)C2)nc2ccccc21 (stereo unspecified) | 1.14
Cc1cc2ccccc2n1CCNC(=O)c1ccc(Br)o1 | -1.01
C#CCOCCOCCOCCNc1nc(N2CCN(C(=O)[C@H]([C@@H](C)CC)n3cc([C@@H](N)Cc4ccc(O)cc4)nn3)CC2)nc(N2CCN(C(=O)[C@H](Cc3ccc(O)cc3)n3cc([C@@H](N)C(C)CC)nn3)CC2)n1 (stereo partly specified) | 1.74
C[C@@H]1C(=O)O[C@@H]2CC34[C@H]5C[C@@H](C(C)(C)C)C36[C@H](OC(=O)[C@@H]6O)OC4(C(=O)O5)[C@@]12O (stereo partly specified) | 0.0877
O=C1NC[C@H](Cc2ccccc2)N(CC2CCCCC2)C1=O | 0.0342
CCC1=C(OC(=O)N(CC)CC)N2C(=O)OC(=NCCOC)[C@]2(Cc2ccccc2)[C@H]2C1=CC[C@H]1C(=O)N(C)C(=O)[C@H]12 | -0.221
CC1(OC(=O)C2CCCC2)C(=O)C=C2C=C(c3ccsc3)N(CCc3c[nH]c4ccccc34)C=C2C1=O (stereo unspecified) | -0.515
Cc1cccc(-n2ncc3c(N4CCC5(CC4)OCCO5)ncnc32)c1 | -0.403
C#CCOCCOCCOCCNc1nc(N2CCN(C(=O)C([C@@H](C)CC)n3cc(C(N)CC(C)C)nn3)CC2)nc(N2CCN(C(=O)[C@H](CCCCN)n3cc(C(N)COC(=O)C(F)(F)F)nn3)CC2)n1 (stereo partly specified) | -0.894
O=C(NCC1CC1)[C@@H]1C[C@H]1[C@@H](NP(=O)(c1ccccc1)c1ccccc1)c1ccccc1 | 0.419
O=C(NCc1ccco1)C(=O)NCC1OCCN1S(=O)(=O)c1ccc(Cl)cc1 (stereo unspecified) | -1.33
Cc1ccc(SCCN2CCN(CC(C)C)CCC2=O)cc1 | 0.309
CCC[C@@H]1C[C@@H](C(=O)N[C@@H](C2O[C@H](SC)[C@H](O)[C@@H](O)[C@H]2O)[C@H](C)Cl)N(C)C1 (stereo partly specified) | -0.62
COc1ccc(-c2coc3cc(O)ccc3c2=O)cc1O | 1.42
NC(=O)CC(NC(=O)Cc1ccc(Br)cc1)c1ccc(NC2CCCCCC2)c([N+](=O)[O-])c1 (stereo unspecified) | 0.17
C/C=C/C=C/C(=O)N1CC[C@]23c4ccccc4N[C@H]4N(C)c5cccc6c5[C@]42CCN([C@H]6C2OC2(C)C)[C@H]13 (stereo partly specified) | -0.432
CC(C)=CCC12Oc3cc(O)ccc3C1(O)Oc1cc(O)c([C@H]3C=C(C)CC(c4ccc(O)cc4O)[C@H]3C(=O)c3ccc(O)cc3O)c(O)c1C2=O (stereo partly specified) | 1.79
CCCCC1=CC2=CC(=O)C(C)(OC(=O)CC)C(=O)C2=CN1CCN1CCOCC1 (stereo unspecified) | -0.776
C[C@@H](C(=O)NCC1CC1)[C@H]1C[C@]1(C)[C@H](NC(=O)OCc1ccccc1)c1ccccc1 | 0.225
Cc1ccc(S(=O)(=O)N2CCC(=O)N(CCOC(=O)Nc3cccc(Cl)c3)CC2)cc1 | 1.22
CC1=CC(c2ccccc2)n2ncnc2N1 (stereo unspecified) | -0.00323
N#C[C@H]1C(O)C(O)c2ccccc2N1C(=O)c1ccccc1 (stereo partly specified) | -0.311
O=C(NC1CC1)C1=C[C@@H](C2CC2)C[C@@H](OCc2ccc(CO)cc2)O1 | 0.115
COC(=O)CCCC1=CC2=C(c3ccccc3)C(=O)C(C)(OC(=O)C3CCCC3)C(=O)C2=CN1Cc1ccc(OC)cc1 (stereo unspecified) | -0.572
OCC1OC(n2cnc3c(NC4CCCC4)ncnc32)C(O)C1O (stereo unspecified) | 0.271
O=C1OC(c2ccc(O)cc2)(c2ccc(O)cc2)c2ccccc21 | -0.0994
O=C(Cc1cccs1)NCCc1cn2ccccc2n1 | 0.207
C=CCCCCCCCC(=O)OC | 0.305
C#C[C@]1(O)CC[C@H]2[C@@H]3CCc4cc(O)ccc4[C@H]3CC[C@@]21C | 0.0557
O=C(NCc1ccccc1)C(=O)NCC1OCCN1S(=O)(=O)c1cccs1 (stereo unspecified) | 0.113
O=C(O)C[C@H]1c2ccccc2S(=O)(=O)N1C1CCCC1 | -0.0575
CCC(=O)c1ccc(O)cc1 | 0.126
Cc1cccc(C(=O)Nc2ccc(O)c3c(=O)cc(-c4ccccc4Cl)oc23)c1 | 0.0784
C[C@@]12CCC=C[C@H]1[C@H](c1ccc3ccccc3c1Br)N(Cc1ccccc1)C2=O | 0.536
O=C(C1=C[C@H](c2ccc(C(F)(F)F)cc2)C[C@H](OCc2ccc(CO)cc2)O1)N1CCOCC1 | -1.17
O=C1c2oc3ccc(F)cc3c(=O)c2C(c2cccc(O)c2)N1CCCN1CCOCC1 (stereo unspecified) | -0.08
COc1cc(OC)c2c(-c3ccccc3)cc(=O)oc2c1C(CC(=O)N1CCOCC1)c1ccc(N(C)C)cc1 (stereo unspecified) | 0.124
COCCNC(=O)c1c(CSc2ccccc2)noc1C(=O)NCc1ccccc1 | 0.463
C/C=C(/C)C(=O)OC1Cc2c(ccc3ccc(=O)oc23)OC1(C)C (stereo unspecified) | 2.2
C[C@H](CO)NC(=O)[C@@H]1C[C@H]1[C@@H](NP(=O)(c1ccccc1)c1ccccc1)c1ccccc1 | 0.211
COc1ccc(N2C(=O)N(Cc3ccccc3F)c3ccccc3S2(=O)=O)cc1 | -0.181
CCC(=O)OC1(C)C(=O)C=C2C=C(c3ccsc3)OC=C2C1=O (stereo unspecified) | -0.389

Another view of part of the listing above.
hDAT+cocaine,SMILES
0.305,C=CCCCCCCCC(=O)OC
0.536,C[C@@]12CCC=C[C@H]1[C@H](c1ccc3ccccc3c1Br)N(Cc1ccccc1)C2=O
-0.08,O=C1c2oc3ccc(F)cc3c(=O)c2C(c2cccc(O)c2)N1CCCN1CCOCC1 (stereo unspecified)
-0.181,COc1ccc(N2C(=O)N(Cc3ccccc3F)c3ccccc3S2(=O)=O)cc1

Following part:
SMILES | hDAT+cocaine
COC(=O)C[C@H]1c2cc(C(F)(F)F)ccc2S(=O)(=O)N1C1CCCCC1 | 0.196
C[C@]12CCC(=O)C[C@@H]1CC[C@@H]1[C@@H]2CC[C@]2(C)C=CC[C@@H]12 | -0.315
NC(=O)CC(NC(=O)Cc1ccc(Br)cc1)c1ccc(NCCOc2ccccc2)c([N+](=O)[O-])c1 (stereo unspecified) | -0.363
CCCCC1=CC2=C(c3ccco3)C(=O)C(C)(OC(=O)c3ccc(OC)cc3)C(=O)C2=CN1CC1CC1 (stereo unspecified) | 0.0123
O=C(NCCc1cccs1)C1CC(c2cccc(F)c2)=NO1 (stereo unspecified) | -0.00991
C[C@H]1C=CC(=O)O[C@H]1c1ccccc1 | -0.552
C[C@@H](C(=O)Nc1ccc2ccccc2c1)[C@H]1C[C@]1(C)[C@H](NS(=O)(=O)c1ccccc1)c1ccccc1 | 2.12
O=c1ccn(Cc2ccccc2)c2ccccc12 | -1.32
COc1cc(C)c(Cc2cnc(N)nc2N)cc1OC | -0.367
COc1ccc(-c2ccc(OC)c([C@H]3[C@@H]4C=CCC[C@@]4(C)C(=O)N3Cc3ccccc3)c2)cc1OC | 0.964
O=C1c2cc(Cl)ccc2OC2(CCNCC2)C12CC(c1ccc(Cl)cc1)=NO2 (stereo unspecified) | -0.304
O=C(NCc1cccc(C(F)(F)F)c1)C1CC(c2ccccc2C(F)(F)F)=NO1 (stereo unspecified) | 0.00342
C#CCNC(=O)C1=C[C@H](c2cn(C(C)=O)c3ccccc23)[C@@H](CCCO)[C@H](OCC)O1 | -0.179
Nc1ncnc2c1ncn2[C@@H]1O[C@H](CO)C[C@H]1O | 0.445
C=C1CCN(CC(=O)OC)S(=O)(=O)c2ccccc21 | 0.111

Looked up above.
hDAT+cocaine, O=c1ccn(Cc2ccccc2)c2ccccc12 is entered as -1.32
hDAT+cocaine, O=C(NCCc1cccs1)C1CC(c2cccc(F)c2)=NO1 (stereo unspecified) is entered as -0.00991
hDAT+cocaine, COc1ccc(-c2ccc(OC)c([C@H]3[C@@H]4C=CCC[C@@]4(C)C(=O)N3Cc3ccccc3)c2)cc1OC is entered as 0.964
hDAT+cocaine, C[C@]12CCC(=O)C[C@@H]1CC[C@@H]1[C@@H]2CC[C@]2(C)C=CC[C@@H]12 is entered as -0.315

(next part)
SMILES | hDAT+cocaine
Cc1ccc(C(=O)N2CCC3(CC2)Oc2ccc(Cl)cc2C(=O)C32CC(c3cccnc3)=NO2)s1 (stereo unspecified) | 0.262
CCCCCCc1cc2cc(S(=O)(=O)c3ccc(Cl)cc3)c(=O)oc2cc1O | 0.00472
O=C(O)CC1c2ccccc2S(=O)(=O)N1Cc1ccccc1 (stereo unspecified) | 0.0243
OCC[C@@H]1C[C@H](O)[C@@H](O)[C@]2(CCCCO2)O1 | -0.08
O=C(NCCOc1ccccc1)C1Nc2ccc(C(F)(F)F)cc2C2c3ccccc3CC12 (stereo unspecified) | -0.364
NCCCC[C@H]1CNC(=O)C(=O)N1CCc1cccc(F)c1 | 1.24
CCCCCCN(C(=O)CCCCCN1C(=O)NC(c2ccc(-c3ccccc3)cc2)C(C(=O)OCc2ccccc2)=C1C)C(C(=O)NCCCC)c1ccc(O)cc1 (stereo unspecified) | 0.238
Cc1ccc(S(=O)(=O)N2CCC(=O)N(C(COCc3ccc(Cl)cc3Cl)Cc3ccccc3)CC2)cc1 (stereo unspecified) | 1.3
Nc1ccc(S(N)(=O)=O)cc1 | -0.974
Cc1ccc(C2=NOC(C)(c3nnc(-c4ccc(Cl)cc4)o3)C2)cc1 (stereo unspecified) | 0.0548
COc1cc2cc(Oc3ccc4ccc(=O)oc4c3)c(=O)oc2cc1OC(=O)/C=C/c1ccccc1 | 0.326
Fc1cccc(CCN2C(=S)NC[C@@H]2CC2CCCCC2)c1 | 0.411
O=C(NC1CC1)C1=C[C@H](c2ccc(C(F)(F)F)cc2)C[C@H](OCc2ccc(CO)cc2)O1 | 0.466
COc1ccc(SC[C@H](CC(C)C)N2CCN(C)CCC2=O)cc1 | 1
C#CCOCCOCCOCCNc1nc(N2CCN(C(=O)C([C@@H](C)CC)n3cc(C(N)Cc4ccc(O)cc4)nn3)CC2)nc(N2CCN(C(=O)[C@H](CCC(=O)O)n3cc(C(N)[C@H](C)CC)nn3)CC2)n1 (stereo partly specified) | -1.66

Exported with values ahead of the structure: entries from further up.
hDAT+cocaine | Molecule
0.964 | COc1ccc(-c2ccc(OC)c([C@H]3[C@@H]4C=CCC[C@@]4(C)C(=O)N3Cc3ccccc3)c2)cc1OC
-0.304 | O=C1c2cc(Cl)ccc2OC2(CCNCC2)C12CC(c1ccc(Cl)cc1)=NO2 (stereo unspecified)
0.00342 | O=C(NCc1cccc(C(F)(F)F)c1)C1CC(c2ccccc2C(F)(F)F)=NO1 (stereo unspecified)

The results go on.
SMILES | hDAT+cocaine
CCOC(=O)C1Nc2ccccc2C2c3ccccc3CC12 (stereo unspecified) | 0.181
Cc1ccc(-c2ccc3c(c2)S(=O)(=O)c2ccccc2C3=O)cc1 | 0.398
CCOC(=O)c1[nH]c2ccccc2c1NC(C)=O | -1.33
CC(C)=CCc1c(O)ccc2c1OC(c1ccc(O)c(O)c1)CC2=O (stereo unspecified) | -0.277
COC(C/C=C/[C@@H](O)[C@@H](C)OCc1ccccc1)OC | -0.249
O=C(O)CCC(=O)Nc1ccc(S(=O)(=O)Nc2nccs2)cc1 | -0.787
C/C=C(/C)C(=O)Nc1cccc(C2=NOC3(C2)C[C@H](C(N)=O)N(C(=O)c2ccccc2)C3)c1 (stereo partly specified) | 2.43
CCO[C@H]1OC(C(=O)N2CCOCC2)=C[C@@H](c2ccc(C(F)(F)F)cc2)[C@@H]1CCCO | -0.382
CC1(OC(=O)c2cccs2)C(=O)C=C2C=C(C3CC3)OC=C2C1=O (stereo unspecified) | -0.354
CN1CCC23c4ccccc4NC1C21CCN(C)C3Nc2ccccc21 | -1.35
O=C(/C=C/c1ccccc1)N1CCC[C@H]1CO | -0.71
NC(=O)[C@H]1CC2(CC(c3cccc(NC(=O)COc4ccc(Cl)cc4)c3)=NO2)CN1C(=O)CC(c1ccccc1)c1ccccc1 (stereo partly specified) | 0.739
COc1ccc(CNC(=O)[C@@H]2CC=C[C@@H]3CCN(C4CC4)C(=O)[C@@H]32)cc1 | 0.623
